Apaf-1 inh – human Apaf-1 inhibition | O14727 | reconstituted apoptosome caspase-3 activity, DEVD-Rh110 fluorescence | inhibition, % at 20 µM | 0.71% of 330,000 active; active = inhibition of at least 40% at 20 µM;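 also: plate controls were DMSO wells for no effect and DEVD-CHO caspase inhibitor wells for full effect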
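System – cell-free apoptosome with Apaf-1, procaspase-3 and caspase-9 · Buffer or medium – pH 7.5 Hepes buffer with CHAPS, BSA, DTT · Also added – cytochrome c with DEVD-Rh110 · Times – 30 min compound preincubation, 50 min activation, room temperature · Technique – Rh110 fluorescence intensity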
SENP6 inh – blocks the human protease SENP6 | 1.8% of 330,000 active | Recombinant SENP6 catalytic domain, aminoluciferin luminescence | Q9GZR1 | inhibition, % at 10 µM | AID 2599;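 active = inhibition above about 50% at the single tested dose, limit read from the data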;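 also: plate controls were DMSO wells with enzyme for no effect and DMSO wells lacking enzyme for full effect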
SENP8 block-1 – inhibitors of human SENP8 protease | Q96LD8 | purified SENP8, Z-RLRGG-aminoluciferin cleavage, luminescence | inhibition, % at 10 µM | 1.2% of 330,000 active | AID 2540; in the data active = inhibition above about 50%
Target sequence (Q96LD8 whole entry, looked up): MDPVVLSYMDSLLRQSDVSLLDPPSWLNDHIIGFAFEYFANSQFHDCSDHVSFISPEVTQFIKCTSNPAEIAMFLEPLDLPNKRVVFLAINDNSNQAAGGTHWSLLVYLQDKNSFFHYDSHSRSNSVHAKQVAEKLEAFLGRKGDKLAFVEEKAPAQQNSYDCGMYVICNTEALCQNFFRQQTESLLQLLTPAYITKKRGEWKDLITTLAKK
SENP1 FRET inh – inhibitors of human SENP1 SUMO protease catalytic domain; inhibition, % at 10 µM; recombinant SENP1 catalytic domain, CyPet-SUMO1-YPet FRET cleavage; 0.21% of 360,000 active; Q9P0U3; AID 624204;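 active = inhibition at least 30% at 10 µM, raw YFP signal under a set limit, fluorescence ratio 0.5 to 1.5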;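 also: 0% = enzyme with DMSO and 100% = no enzyme wells; some results filed as inactive read as strong as hits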
Target sequence (Q9P0U3 419-644 limits assumed): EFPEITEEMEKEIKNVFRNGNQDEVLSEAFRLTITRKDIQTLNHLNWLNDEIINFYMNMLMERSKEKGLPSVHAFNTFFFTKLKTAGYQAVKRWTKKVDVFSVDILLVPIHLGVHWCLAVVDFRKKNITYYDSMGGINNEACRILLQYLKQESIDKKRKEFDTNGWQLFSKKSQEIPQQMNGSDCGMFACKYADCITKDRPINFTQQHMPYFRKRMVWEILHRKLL
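System: Recombinant human SENP1 catalytic domain, His6-tagged | Incubation: Enzyme reaction for 50 min at room temperature, dark | Medium: Tris pH 8 with BME, BSA, NP40 and catalase | Also added: 25 nM SUMO1 FRET substrate | Compound: 10 µM single point, 0.5% DMSO | Measured by: FRET fluorescence in CFP and YFP emission channels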
SENP7 inh – inhibitors of human SENP7 protease; Q9BQF6; recombinant SENP7, Z-RLRGG-aminoluciferin luminescence, 40 min; inhibition, % at 5 µM; 1.5% of 330,000 active;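 active = inhibition above about 50% at the single test dose, limit read from the data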;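 also: plate controls were DMSO with enzyme for no effect and no enzyme buffer wells for full effect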
Target sequence (Q9BQF6 706-1050 limits assumed): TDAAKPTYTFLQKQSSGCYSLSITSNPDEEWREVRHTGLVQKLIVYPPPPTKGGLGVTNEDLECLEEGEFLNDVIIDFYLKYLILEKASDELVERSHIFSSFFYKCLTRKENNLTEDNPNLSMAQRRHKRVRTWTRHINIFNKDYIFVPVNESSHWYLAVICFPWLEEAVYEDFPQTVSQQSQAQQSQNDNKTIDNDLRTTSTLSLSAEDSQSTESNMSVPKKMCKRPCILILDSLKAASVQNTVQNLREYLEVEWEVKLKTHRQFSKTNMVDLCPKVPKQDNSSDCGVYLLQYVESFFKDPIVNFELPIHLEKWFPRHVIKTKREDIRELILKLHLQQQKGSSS
HKDC1 inh – HKDC1 (human) hexokinase inhibition | AID 493160 | Q2TB90 | inhibition, % at 20 µM | 0.16% of 340,000 active | recombinant HKDC1, G6PDH/diaphorase resazurin coupled fluorescence;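 active = inhibition above about 35% when tested at 20 µM, limit read from the data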;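 also: plate controls were DMSO wells with enzyme for no effect and DMSO wells lacking enzyme for full effect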
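Test system: Recombinant HKDC1 (HK5) hexokinase enzyme, produced in-house | Input: HKDC1 at 5 µg/mL | Buffer or medium: Tris pH 8.0 buffer with MgCl2, Tween-20, BSA, BME | Schedule: 90 min reaction incubation at room temperature, dark | Technique: Resazurin-to-resorufin fluorescence via G6PDH and diaphorase coupling, 525/613 nm | Controls: DMSO wells with and without enzyme mix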
SENP8 block-2 – blocks human SENP8 cleavage of Nedd8 substrate. Q96LD8. recombinant SENP8, Nedd8 substrate fluorescence. inhibition, % at 20 µM. 0.64% of 360,000 active. AID 602440; in the data active = inhibition mostly above about 40%, no sharp cut-off; inactive = mostly below about 27%
PfG6PD inh – PfG6PD (Plasmodium falciparum) enzyme inhibition; PfGluPho enzyme, NADPH resazurin-diaphorase fluorescence; inhibition, % at 20 µM; 0.78% of 350,000 active; AID 504690;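 active = inhibition reaching at least a set limit at 20 µM in the primary screen, cut at about 59% in these data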;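 also: 0% = DMSO wells with substrate and 100% = DMSO wells lacking glucose-6-phosphate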
The depositor's hits bear a star; . = no result given. Random draw from the library; overall some 3.6% were active at least once.

entry	SMILES	SENP8 block-2	HKDC1 inh	SENP1 FRET inh	SENP7 inh
1	Cc1[nH]c2ccccc2c1C(=O)C(=O)NCCC1=CCCCC1	10	-4	-1	-7
2	NC(=O)c1ccc(OCc2ccccc2)nc1	16	-6	0	.
3	CC1(N(O)C=C2C=CC(=O)C=C2)CCCCC1=O (configuration not stated)	7	3	2	-10
4	COc1cccc(C(=O)Nc2cc(C)c3c(=O)oc4ccccc4c3n2)c1	-23	-3	-34	-2
5	NC(=O)Nc1ccc(C(=O)N2CCN(S(=O)(=O)Cc3ccccc3)CC2)cc1	-1	2	2	-4
6	CC(Nc1cccc(C(=O)NC2CC2)c1)c1nnc(-c2ccccc2)o1 (configuration not stated)	-27	-7	-1	4
7	CC(C)C(=O)N1CCN(c2ccccc2NC(=O)c2ccco2)CC1	10	-2	2	-9
8	CCOCc1nc(C)c(Cl)c(NS(=O)(=O)c2ccc(N)cc2)n1	7	0	2	8
9	O=C(O)c1c2c(nc3ccc(S(=O)(=O)N4CCC(C(=O)NCc5ccccc5Cl)CC4)cc13)CCCC2	-5	-4	-17	-3
10	C=CC[C@H](CC(=O)N(CCO)Cc1ccccc1)C(=O)N[C@H](C)COC(=O)[C@@H](CC=C)CC(=O)OC(C)(C)C	17	1	0	-3

entry	Apaf-1 inh	PfG6PD inh	SENP6 inh	SENP8 block-1
1	4	-7	-13	-11
2	.	-5	.	.
3	-3	-20	-10	-8
4	11	7	0	-1
5	-7	-1	-8	-2
6	-3	38	-1	3
7	4	-9	103*	2
8	0	-22	-14	-1
9	-1	7	-5	0
10	9	14	8	1

The results go on:
entry	SMILES	SENP8 block-2	HKDC1 inh	SENP1 FRET inh	SENP7 inh
11	CC1(C)CC(=O)/C(=C(\O)c2ccccc2)C(=NCCc2ccccc2)C1	1	-6	1	-4
12	Cc1nnc(NC(=O)C2CSC3(C)CCC(=O)N23)s1 (configuration not stated)	5	-1	-2	0
13	CCC[n+]1cn(/C(C(=S)Nc2cccc(Cl)c2C)=C(/[O-])c2ccc(OC)c(OC)c2)c2ccccc21	15	-4	1	3
14	CC1(N(O)/C=C2\C=CC=CC2=O)CCCCC1=O (configuration not stated)	16	-4	-3	-1
15	COc1ccc(N2CCN(C(=O)c3cn(C4CCCC4)c(=O)c4c3c3ccccc3n4C)CC2)cc1	-234	5	-1	-4
16	CC(=O)OCC(=O)c1ccc2ccn(C(C)=O)c2c1	-305	11	-2	-4
17	COC(=O)[C@H](CC(C)C)NC(=O)Nc1cccc(Br)c1	9	-8	1	4
18	CCOc1ccc(CNC(=O)C2CCCN(S(=O)(=O)N3CC(C)CC(C)C3)C2)cc1OC (configuration not stated)	11	-4	0	7
19	CC(/C=N/NC(=O)c1nnn(-c2nonc2N)c1CN1CCCCC1)=C\c1ccccc1	6	3	1	4
20	NC(N)=NS(=O)(=O)c1ccc(NC(=S)NC(=O)/C=C/c2cccs2)cc1	13	-8	2	-3

entry	Apaf-1 inh	PfG6PD inh	SENP6 inh	SENP8 block-1
11	-2	5	-6	-15
12	-1	0	-24	0
13	14	-6	-15	5
14	-7	-10	3	-12
15	27	24	-3	2
16	-8	-5	-11	-8
17	-6	6	-1	6
18	-15	1	-3	-4
19	13	-7	8	8
20	-7	5	-9	7

Next part.
entry	SMILES	SENP8 block-2	HKDC1 inh	SENP1 FRET inh	SENP7 inh
21	Cc1ccc(S(=O)(=O)Cn2nnnc2CN2CCOCC2)cc1	9	-8	3	-19
22	Cc1ccc(S(=O)(=O)CC(C)N2CCOCC2)c(S(=O)(=O)CC(C)N2CCOCC2)c1 (configuration not stated)	17	-2	0	1
23	O=C(OCC(=O)N1CCN(C(=O)c2ccco2)CC1)c1cc(=O)c2ccccc2o1	27	-3	0	0
24	CCn1ccnc1CN(C)C(=O)c1ccc2nc(Cc3ccc(OC)cc3)oc2c1	25	-1	1	-8
25	Cc1cccn2c(=O)c3cc(C(=O)O)n(C)c3nc12	-394	-4	-17	1
26	O=C(Nc1ccc(S(=O)(=O)N2CCOCC2)cc1)c1ccc(F)cc1	12	-5	1	-1
27	Cc1nn(Cc2ccccc2)c(C)c1NC(=O)CSc1nnc(-c2cc(Cl)ccc2O)n1C	-23	-11	-2	1
28	COCC(Cc1ccccc1)NC(=O)Cn1cc(C)c(=O)[nH]c1=O (configuration not stated)	1	-8	3	.
29	O=C(Cc1ccccc1)NCCc1cn2ccsc2n1	13	-6	2	11
30	CCCC(C)NC(=O)c1cccc(Oc2ccccc2)c1 (configuration not stated)	9	2	0	-2

entry	Apaf-1 inh	PfG6PD inh	SENP6 inh	SENP8 block-1
21	0	2	-20	-15
22	-4	3	12	-2
23	-6	14	-8	6
24	-1	-12	14	2
25	-5	-2	7	1
26	4	0	-2	7
27	-11	4	-6	7
28	.	-7	.	.
29	2	5	-13	-15
30	11	4	-25	-10

Next section
entry	SMILES	SENP8 block-2	HKDC1 inh	SENP1 FRET inh	SENP7 inh
31	O=C(N/N=C/c1ccccc1OCc1ccccc1Cl)c1cccnc1	-9	4	0	4
32	CC(C)Oc1ccc(C(=O)NC2CCSc3ccccc32)cc1 (configuration not stated)	9	-5	1	-7
33	Cc1nn(C)c(C)c1NC(=O)CCl	6	-8	-1	-19
34	C[C@H](NC(=O)[C@H](Cc1ccccc1)n1c(=O)[nH]c2ccccc2c1=O)C(=O)N1CCC(C(=O)O)CC1	12	-2	-2	-5
35	CN(C)c1ccc(C(=O)NCC(c2cccs2)N2CCOCC2)cc1 (configuration not stated)	-4	-3	1	1
36	COc1ccc(-n2nc([N+](=O)[O-])c(=NCCc3ccc(Cl)cc3)n2O)cc1	7	-10	3	-7
37	Cc1cc(C)cc(N2C(=O)C3NN=C(C(=O)OCc4ccccc4)C3C2=O)c1 (configuration not stated)	20	-8	3	3
38	CC(=O)Nc1ccc2c(c1)nc(CCNC(=O)c1ccccc1)n2C	10	4	2	-8
39	COc1cccc(C(=O)Nc2cc3c(cc2C(C)=O)OCCO3)c1	-203	15	-2	-12
40	CCS(=O)(=O)N1Cc2ccccc2CC1C(=O)Nc1nc2ccc(F)cc2s1 (configuration not stated)	-25	2	-11	11

entry	Apaf-1 inh	PfG6PD inh	SENP6 inh	SENP8 block-1
31	24	9	-39	-4
32	16	14	-18	6
33	5	-3	-20	-4
34	-4	4	1	-1
35	11	3	-17	-9
36	-2	3	-12	8
37	5	-5	7	-1
38	-4	-2	-17	-2
39	18	-10	-36	-7
40	7	-4	1	10

2 records drawn at random from the list so far:
entry	SMILES	SENP8 block-2	HKDC1 inh	SENP1 FRET inh	SENP7 inh
37	Cc1cc(C)cc(N2C(=O)C3NN=C(C(=O)OCc4ccccc4)C3C2=O)c1 (configuration not stated)	20	-8	3	3
36	COc1ccc(-n2nc([N+](=O)[O-])c(=NCCc3ccc(Cl)cc3)n2O)cc1	7	-10	3	-7

entry	Apaf-1 inh	PfG6PD inh	SENP6 inh	SENP8 block-1
37	5	-5	7	-1
36	-2	3	-12	8

Following part.
entry	SMILES	SENP8 block-2	HKDC1 inh	SENP1 FRET inh	SENP7 inh
41	O=C(Cn1nnc(-c2ccccc2NC(=O)c2ccccc2)n1)Nc1ccc2c(c1)OCCO2	32	13	1	1
42	CCOC(=O)c1c(NC(=O)COC(=O)CCOc2ccccc2C)sc(C(=O)NC)c1C	2	2	0	11
43	O=C1OC(Nc2ccc(F)c([N+](=O)[O-])c2)c2ccccc21 (configuration not stated)	4	0	2	0
44	CSc1ccccc1NC(=O)c1cc2c(=O)n3ccccc3nc2s1	-433	-4	-26	15
45	O=C(COc1ccc(Cl)cc1Cl)Nc1ccc(Cl)cn1	-4	-8	2	1
46	Cc1ccc2[nH]c3c(=O)n(CCc4cnc[nH]4)cnc3c2c1	-165	-9	-3	-4
47	COc1ccc(N2CCN(C(=O)CSc3nnc4c(C)cc5c(C)cc(C)cc5n34)CC2)cc1	-19	43*	-3	-10
48	C[C@@H]1NC(=O)[C@H](CCC(N)=O)NC(=O)c2cc([N+](=O)[O-])cc(I)c2NCCC[C@@H](C(N)=O)NC1=O	10	2	0	-9
49	COCc1cc(N2CCN(c3ccccc3F)CC2)nc(-c2ccccc2)n1	7	-5	-1	-8
50	CCn1c2ccccc2c2cc(NC(=O)CNCC3CCCO3)ccc21 (configuration not stated)	-64	-6	-2	1

entry	Apaf-1 inh	PfG6PD inh	SENP6 inh	SENP8 block-1
41	-5	-7	-4	13
42	8	-3	-5	-10
43	-19	7	-2	0
44	6	3	-7	-10
45	-4	12	84*	72*
46	-5	-16	8	1
47	30	38	-17	-7
48	3	-3	-16	-9
49	16	18	4	0
50	6	11	1	6

Additional results
entry	SMILES	SENP8 block-2	HKDC1 inh	SENP1 FRET inh	SENP7 inh
51	O=C(N/N=C/C=C/c1ccccc1)C1CC1(c1ccccc1)c1ccccc1 (configuration not stated)	7	-6	2	6
52	CC(C)(C)c1ccc(CSc2nnc(-c3ccccc3NC(=O)c3ccccc3)o2)cc1	-135	-7	3	-3
53	Cn1c(=O)n(C)c2cc3[nH]cnc3cc21	6	1	0	0
54	COc1cc(S(=O)(=O)Nc2cccc(C(=O)O)c2)c(OC)cc1Cl	15	-9	0	1
55	CCN(CC)CCCOc1ccc(Cl)c(Cl)c1	22	-8	-2	-9
56	O=[N+]([O-])c1cccc(C=NN=C2c3ccccc3-c3ccccc32)c1	26	1	2	.
57	CCN1C(=O)/C(=C/C=C2\C=CN(CC)c3ccccc32)SC1=S	64*	-4	-16	.
58	CSCC[C@H](NC(=O)NCc1cccs1)C(=O)O	30	-8	2	2
59	CC(C)C(c1nnnn1C1CCCCC1)N1CCN(c2ncccn2)CC1 (configuration not stated)	9	0	0	7
60	COc1ccc(CN(Cc2cc3cccc(C)c3[nH]c2=O)C(=O)N(C)C)cc1	-25	-7	1	-4
61	COc1cc(NC(=O)c2cccc(C)c2)c(OC)cc1NC(=O)CN1CCOCC1	-7	-6	-6	4
62	Cc1c(C=O)cnn1CCC(=O)O	13	-1	2	-2

entry	Apaf-1 inh	PfG6PD inh	SENP6 inh	SENP8 block-1
51	18	2	-4	-1
52	2	1	-6	-2
53	2	4	-1	-9
54	-16	-7	2	6
55	-16	-23	-2	1
56	.	0	.	.
57	.	32	.	.
58	2	-13	-26	6
59	4	-6	-2	2
60	-7	-6	-5	1
61	-4	5	-3	1
62	-4	-9	0	-3

Among those listed so far, these have two or more sulfur atoms:
entry	SMILES	SENP8 block-2	HKDC1 inh	SENP1 FRET inh	SENP7 inh
12	Cc1nnc(NC(=O)C2CSC3(C)CCC(=O)N23)s1 (configuration not stated)	5	-1	-2	0
20	NC(N)=NS(=O)(=O)c1ccc(NC(=S)NC(=O)/C=C/c2cccs2)cc1	13	-8	2	-3
22	Cc1ccc(S(=O)(=O)CC(C)N2CCOCC2)c(S(=O)(=O)CC(C)N2CCOCC2)c1 (configuration not stated)	17	-2	0	1
40	CCS(=O)(=O)N1Cc2ccccc2CC1C(=O)Nc1nc2ccc(F)cc2s1 (configuration not stated)	-25	2	-11	11
44	CSc1ccccc1NC(=O)c1cc2c(=O)n3ccccc3nc2s1	-433	-4	-26	15
57	CCN1C(=O)/C(=C/C=C2\C=CN(CC)c3ccccc32)SC1=S	64*	-4	-16	.
58	CSCC[C@H](NC(=O)NCc1cccs1)C(=O)O	30	-8	2	2

entry	Apaf-1 inh	PfG6PD inh	SENP6 inh	SENP8 block-1
12	-1	0	-24	0
20	-7	5	-9	7
22	-4	3	12	-2
40	7	-4	1	10
44	6	3	-7	-10
57	.	32	.	.
58	2	-13	-26	6
